# Source: PubChem (several laboratories)
# E coli growth = E. coli V3065 growth inhibition, primary screen, counter-screen for AddAB inhibitor project, absorbance, OD600; 18 h; inhibition, % at 11.9 µM; actives 0.27% (n = 330,000);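 active = inhibition above the campaign's mean inhibition across all tested compounds plus 3 SD, cut at about 9.9% in these data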;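 also: uninfected addAB+ strain grown without phage in ampicillin broth; 0% = DMSO wells and 100% = ciprofloxacin 0.95 µg/ml wells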
# HTR5A inv ctr = HTR5A inverse agonists in luminescence cell assay, primary screen, counter-screen for OPRM1-OPRD1 heterodimer inverse agonist project, full-deck HTS | actives 0.083% (n = 340,000) | HTR5A cell line, inverse agonism | 5-hydroxytryptamine receptor 5A (Homo sapiens), P47898 | AID 504634, 2011 | inhibition, % at 9.3 µM; in the data active = inhibition mostly above about 23%, no sharp cut-off; inactive = mostly below about 18%;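 also: 0% = cells with DMSO and 100% = no-cell wells with DMSO; some compounds called inactive have numbers as strong as hits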
# Target sequence (P47898 whole entry, looked up): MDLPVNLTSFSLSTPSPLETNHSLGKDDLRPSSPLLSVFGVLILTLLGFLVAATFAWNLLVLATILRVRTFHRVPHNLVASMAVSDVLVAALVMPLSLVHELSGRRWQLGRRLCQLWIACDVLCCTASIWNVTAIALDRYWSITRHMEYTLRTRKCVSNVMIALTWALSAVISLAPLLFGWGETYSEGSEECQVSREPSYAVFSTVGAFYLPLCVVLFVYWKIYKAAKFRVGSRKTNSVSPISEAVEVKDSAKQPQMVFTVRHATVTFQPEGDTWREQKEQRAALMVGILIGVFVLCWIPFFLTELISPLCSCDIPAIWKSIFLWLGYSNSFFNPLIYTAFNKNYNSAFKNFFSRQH
# phage Ecoli inh = growth loss of phage-infected E. coli, primary screen, RecBCD inhibitor project, absorbance, with phage, HTS | inhibition, % at 11.9 µM | AID 651602, 2012 | actives 0.26% (n = 360,000); in the data active = inhibition above about 11%
# PKA-R1A activ = activators of PKA-R1A holoenzyme, primary screen, biochemical, fluorescence polarization, Cy5-IP20, bovine R1A, mouse PKAc; cAMP-dependent protein kinase type I-alpha regulatory subunit (Bos taurus) + …; PKA-R1A dissociation; scaled: DMSO 0%, 113 µM cGMP 100%; activation, % at 11.4 µM; actives 0.083% (n = 340,000); AID 504707, 2011;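 active = percent activation above the mean of all tested compounds plus 3 SD, cut at about 19% in these data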;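 also: higher means more PKAc released from R1A so a rise in polarization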
# OPRM1-OPRD1 inv = inverse agonists of MOR-DOR heterodimerization, primary screen, cell-based, luminescence; Mu-type opioid receptor (Homo sapiens) + Delta-type opioid receptor (Homo sapiens), …; cell-based MOR-DOR heterodimer luminescence, inverse agonism; inhibition, % at 9.3 µM; actives 0.21% (n = 340,000); AID 504357, 2011; in the data active = inhibition above about 22%, passing the limit was not always enough;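 also: 0% = cells with DMSO and 100% = wells without cells with DMSO; values of inactives mirror those of a sister screen read the other way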
# AddAB inh = growth inhibition of E. coli expressing H. pylori AddAB, primary screen, AddAB inhibitor project, absorbance. inhibition, % at 11.9 µM. actives 0.29% (n = 330,000). AID 435030, 2010; in the data active = inhibition above about 12%;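 also: 0% = vehicle wells of infected cells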
# OPRM1-OPRD1 ag = agonists of OPRM1-OPRD1 heterodimerization, primary screen, cell-based, luminescence; cells; activation, % at 9.3 µM; actives 0.3% (n = 340,000); Mu-type opioid receptor (Homo sapiens) + Delta-type opioid receptor (Homo sapiens), …; in the data active = activation above about 18%;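 also: 0% = vehicle-treated cells and 100% = reference agonist; values of inactives mirror those of a sister screen read the other way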
# Tat export inh = E. coli Tat export inhibitors, primary screen, MC4100, TorA-mCherry reporter, fluorescence, single point; inhibition, % at 10 µM; actives 0.036% (n = 340,000);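 active = mean replicate inhibition at least 50% and at least half of replicates individually reaching 50%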;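 also: exported cargo escapes ClpAP degradation while cytoplasmic cargo is degraded and loses fluorescence; 0% = median of neutral control wells and 100% = median of NaSCN control wells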
# PKA-R2B act = activators of PKA-R2B holoenzyme, primary screen, biochemical, fluorescence polarization, Cy5-IP20, human. PKA-R2B holoenzyme dissociation; R2B truncated from residue 108, S112A mutant; 0% DMSO only, 100% 113 µM cGMP. activation, % at 11.4 µM. actives 0.079% (n = 340,000);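 active = activation above a cutoff set at the mean over all compounds plus 3 SD, cut at about 18% in these data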;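 also: higher means more holoenzyme dissociation and a rise in polarization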
# Target sequence (P31323 whole entry, looked up, other chains not shown, the tested form may be a part): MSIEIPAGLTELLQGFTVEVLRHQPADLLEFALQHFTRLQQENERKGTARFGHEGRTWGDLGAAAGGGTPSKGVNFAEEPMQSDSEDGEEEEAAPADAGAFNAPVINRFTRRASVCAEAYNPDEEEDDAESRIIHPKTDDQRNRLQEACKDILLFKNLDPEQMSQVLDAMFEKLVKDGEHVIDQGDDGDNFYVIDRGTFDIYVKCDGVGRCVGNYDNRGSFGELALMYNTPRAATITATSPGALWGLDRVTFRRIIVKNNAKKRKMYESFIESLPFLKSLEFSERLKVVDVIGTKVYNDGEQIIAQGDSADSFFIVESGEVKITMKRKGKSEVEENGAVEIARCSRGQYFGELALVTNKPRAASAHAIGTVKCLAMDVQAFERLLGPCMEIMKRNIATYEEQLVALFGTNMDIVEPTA
# SUMO Mot1 rescue = yeast Mot1-301 growth rescue at high temperature, primary screen, SUMOylation pathway inhibitor project, S. cerevisiae, ATP luminescence, 38.5C; S. cerevisiae Mot1-301 growth rescue; percent above DMSO median, 100 means doubled; growth rescue, % at 18.8 µM; actives 1% (n = 320,000);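 active = every valid replicate shows activation above 250% relative to neutral control wells; inactive = the rest, any valid replicate at or below 250%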;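 also: OY570 slx delta 5 strain wells were the positive control but not used for scaling; some compounds called inactive have numbers as strong as hits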
# PfHsp90 yeast 2 = growth inhibition of PfHsp90-expressing yeast, primary screen, antimalarial PfHsp90 inhibitor project, S. cerevisiae, BacTiter-Glo luminescence, single point, set 2; BacTiter-Glo ATP, 48 h; yeast lacking PDR1 and PDR3 efflux regulators; inhibition, % at 9.4 µM; actives 0.32% (n = 310,000); AID 504621, 2011;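 active = every replicate shows inhibition above about 80%, whatever the replicate mean, limit read from the data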;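 also: 0% = DMSO neutral controls and 100% = 20 µM radicicol positive controls; yeast relying on Plasmodium falciparum Hsp90 in place of its own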
# Active calls of the source: *; . = not tested or not shown.
molecule	E coli growth	HTR5A inv ctr	phage Ecoli inh	PKA-R1A activ	OPRM1-OPRD1 inv	AddAB inh	OPRM1-OPRD1 ag	Tat export inh	PKA-R2B act	SUMO Mot1 rescue	PfHsp90 yeast 2
Cc1csc(CN(C)C(=O)C2CCC(=O)N(CCN(C)C)C2)n1 (centres undefined)	-1.1	2	2.4	-5	18	0.1	-3.5	2	-3	-5	-16
O=C(COc1coc(CN2CCN(c3ccccc3F)CC2)cc1=O)Nc1ccccc1	-0.9	-21	2.7	2	17	1.2	-3.2	7	-2	-3	.
O=C1CCN(Cc2ccco2)C(=S)N1	.	0	3.2	-5	16	.	-3.1	-6	-9	.	1
CS(=O)(=O)Nc1cccc2cccnc12	0.1	18	-1.6	1	4	0.6	-0.8	-2	-1	11	-11
COc1cccc(/C=C/C(=O)OCC(=O)N(C)CC(=O)Nc2ccccc2Cl)c1OC	0.5	-14	0.9	-2	6	-1.8	-1.6	-5	2	-8	10
CCOC(=O)c1cnc(-n2cc(C)cn2)nc1Nc1ccccc1OCC	-2.6	13	2.3	-13	2	-2.8	-0.4	9	3	-17	17
COc1cc(C(=O)N2CCN(S(=O)(=O)c3cccs3)CC2)cc(OC)c1C	-0.4	1	1.7	4	2	0.4	-0.3	-4	2	338	7
O=C1c2ccccc2C(=O)N1OCCOCCOCCON1C(=O)c2ccccc2C1=O	-1.5	-3	2.2	-4	-1	0.7	0.2	-1	-11	-14	15
CN(C)CCCOc1ccc(C(C)(C)c2ccccc2)cc1	-0.5	-19	4.5	-3	9	3.6	-1.5	5	1	1	.
CCOC(=O)N1[C@@H]2C=C(C)[C@@H]2[C@@H]2[C@@H](C)C(=O)N21	1.3	5	2.6	-6	12	2.7	-2.0	-7	-2	-4	-10
Cc1ccc(C(=O)N/C(=C\c2ccc(F)cc2)C(=O)NCCCn2ccnc2)cc1	-1.4	-15	2.0	4	2	0.7	-0.4	11	5	-25	0
Cc1occc1C(=O)Nc1nnc(-c2cccs2)s1	-1.5	12	1.2	-4	2	0.8	-0.3	3	-9	49	-6
O=C(O)c1cc([N+](=O)[O-])ccc1Oc1ccccc1	.	-2	2.4	6	19	.	-4.4	-7	-4	.	-2
CCCCCCN1C=CC=C/C1=C/C=C(C#N)C#N	3.2	-2	2.0	1	-9	4.8	1.9	-6	5	254	33
Cc1cccc(NC(=O)CSc2c3c(nc4ccccc24)CCC3)n1	0.6	6	3.0	-5	8	0.4	-1.1	-4	-4	-3	-31
COc1ccc(NC(=O)NCCc2cccc(Cl)c2)cc1OC	0.3	14	4.0	-1	18	4.0	-3.7	-4	-4	-16	-4
CCOC(=O)c1ccc(S(=O)(=O)N2CCNCC2)cc1	0.5	6	-0.2	-3	7	1.8	-1.4	-4	-11	-26	3
Cc1cc(NS(=O)(=O)c2ccc(NC(=O)C(C)Oc3cccc(C)c3C)cc2)nc(C)n1 (centres undefined)	-1.1	3	-0.1	-4	9	3.1	-1.3	0	-13	-3	-10
CCN1CCN(c2cc(C)c3cc(NC(=S)NCCCN4CCc5ccccc5C4)ccc3n2)CC1	0.3	1	1.4	4	14	-0.9	-2.5	-3	9	10	0
O=C(CSCc1ccc(F)cc1)NCc1ccc2c(c1)OCO2	1.8	15	2.1	7	20	3.6	-4.2	0	4	22	49
CCc1ccccc1NC(=O)c1cc2sccc2n1C	0.3	-13	1.0	-16	10	-0.6	-1.9	-6	-1	-1	17
CCc1cc(C(=O)NNC(=S)NCC2CCCO2)cs1 (centres undefined)	-1.5	-16	3.4	-2	4	-0.2	-0.8	7	-5	4	1
C=C[C@@H](C)N(Cc1ccc(OC)cc1)S(=O)(=O)N(Cc1ccccc1)[C@H](C=C)C(C)C	3.2	5	5.5	-1	-2	4.4	0.4	-1	4	-16	-9
NC(=O)C1CCN(C(=O)CCc2ccsc2)CC1	0.8	2	1.1	-2	5	2.8	-0.9	2	2	-11	1
CC1(C)C(=O)N(c2ccccc2)C(=O)c2ccccc21	-1.5	-13	2.6	-2	2	2.1	-0.4	2	3	11	3
N#C/C(C(=O)Oc1ccccc1)=C1\C=CC=CN1	0.5	-4	3.2	-2	14	3.7	-2.4	1	-7	-4	11
O=C1CCN(S(=O)(=O)c2ccc(Cl)cc2)CC1	-0.1	1	2.2	-10	-3	-2.5	0.5	-5	-10	2	-47
COc1ccc(/C=C/CN2CCCC(C(=O)c3cc(F)ccc3F)C2)cc1 (centres undefined)	-1.1	3	2.1	-7	-9	0.3	1.8	-6	-2	130	3
COc1ccc(NC2=CC(=O)CC(C)(C)C2)cc1	-0.8	-8	1.3	-1	7	-0.2	-1.4	-7	-7	-4	-9
Cc1c(Br)c(C(=O)NCc2cc3cc(Cl)ccc3[nH]2)nn1C	0.4	-12	3.0	2	3	1.1	-0.6	-10	-2	74	-29

# Quoted at random: five compounds from above
molecule	E coli growth	HTR5A inv ctr	phage Ecoli inh	PKA-R1A activ	OPRM1-OPRD1 inv	AddAB inh	OPRM1-OPRD1 ag	Tat export inh	PKA-R2B act	SUMO Mot1 rescue	PfHsp90 yeast 2
O=C(O)c1cc([N+](=O)[O-])ccc1Oc1ccccc1	.	-2	2.4	6	19	.	-4.4	-7	-4	.	-2
CCOC(=O)c1cnc(-n2cc(C)cn2)nc1Nc1ccccc1OCC	-2.6	13	2.3	-13	2	-2.8	-0.4	9	3	-17	17
Cc1csc(CN(C)C(=O)C2CCC(=O)N(CCN(C)C)C2)n1 (centres undefined)	-1.1	2	2.4	-5	18	0.1	-3.5	2	-3	-5	-16
CC1(C)C(=O)N(c2ccccc2)C(=O)c2ccccc21	-1.5	-13	2.6	-2	2	2.1	-0.4	2	3	11	3
CCc1cc(C(=O)NNC(=S)NCC2CCCO2)cs1 (centres undefined)	-1.5	-16	3.4	-2	4	-0.2	-0.8	7	-5	4	1

# More structures follow:
molecule	E coli growth	HTR5A inv ctr	phage Ecoli inh	PKA-R1A activ	OPRM1-OPRD1 inv	AddAB inh	OPRM1-OPRD1 ag	Tat export inh	PKA-R2B act	SUMO Mot1 rescue	PfHsp90 yeast 2
Cc1onc(C(=O)N2CCN(Cc3ccccc3)CC2)c1[N+](=O)[O-]	2.9	-3	0.1	4	2	2.9	-0.4	-17	-1	106	9
O=C(NCCc1ccccc1)C1CCC(CNS(=O)(=O)c2ccccc2)CC1 (centres undefined)	2.0	8	3.0	-2	-5	4.4	0.9	-5	-2	-10	2
O=C1CN(c2ccccc2)C(=S)N1c1ccccc1	1.0	1	5.2	12	-8	-11	1.6	9	4	-13	-19
NS(=O)(=O)c1ccc(NC(=O)COC(=O)CSCc2ccc(F)cc2)cc1	0.2	17	-0.8	-3	3	2.9	-0.8	0	-11	13	.
CCOC(=O)C(Cc1ccccc1)C(=O)Nc1ccc(N(CC)CC)cc1 (centres undefined)	3.3	14	0.4	-9	2	-0.4	-0.5	-11	7	-9	8
CC1CCc2nc(N)c(C#N)c(-c3cccn3C)c2C1 (centres undefined)	0.0	-5	-0.8	0	2	3.1	-0.5	-3	5	-4	-8
FC(F)(F)c1nnc2ccc(Sc3ccccn3)nn12	1.5	-7	2.9	-2	25	2.9	-5.4	-7	-10	11	-4
CCOc1ccc(-c2csc(/C(C#N)=C\c3ccc(O)c([N+](=O)[O-])c3)n2)cc1	-0.7	-20	3.4	2	20	1.5	-3.8	2	1	12	-22
COc1ccc(N2CCN(C(=O)c3cc(=O)c4cc(C)c(C)cc4o3)CC2)cc1	-1.2	-26	0.9	6	10	-2.9	-2.1	-8	2	5	4
COc1ccc(/C=N\NC(=O)c2sc(N)nc2C)cc1OC	1.6	-13	1.9	-2	12	-0.7	-2.1	10	1	112	11
NNC(=O)c1ccc(CSc2cccc3cccnc23)cc1	-2.3	23	-0.1	-11	9	0.3	-2.0	8	-10	-6	2
COc1ccc(CC(=O)Nc2cccc(S(=O)(=O)N3CCCC3)c2)cc1OC	0.7	-17	-0.8	0	-7	-0.2	1.8	-4	1	-15	16
CC1=CC(c2ccc(Cl)cc2)n2nc(NS(=O)(=O)c3ccc(C)cc3)nc2N1 (centres undefined)	0.7	-24	0.2	-16	20	0.5	-4.5	-5	-3	21	.
COc1cccc2cc(C(=O)NCc3ccc(C)cc3)c(=O)oc12	-1.3	5	.	-8	2	1.4	-0.5	0	-2	-7	-23
O=C1C2ON(c3ccccc3)C(c3cccnc3)C2C(=O)N1c1ccccc1 (centres undefined)	0.5	-15	2.8	-7	20	1.5	-3.3	-4	-5	10	9
COc1ccccc1C(=O)COC(=O)c1ccc(-n2cnnn2)cc1	-0.2	-2	1.8	-6	0	-1.0	0.1	-6	-2	-9	.
COc1ccc(C(=O)OCC(=O)NCC2CCCCC2)c(OC)c1	.	3	1.5	7	16	.	-2.4	-1	7	.	.
CCCOC(=O)Nc1sc2c(c1C(=O)OCC)CCC2	-1.6	2	1.2	0	-13	-3.2	2.3	1	3	-16	43
CC(OC(=O)CCc1nc(=O)c2ccccc2n1C)C(=O)NCc1ccc2c(c1)OCO2 (centres undefined)	1.2	-11	1.6	-4	5	5.7	-1.0	-1	0	-1	4
CCOC(=O)C1=C(C)NC(=S)NC1c1ccsc1 (centres undefined)	2.2	1	4.1	9	11	0.4	-2.5	-2	5	-17	7
CCC1CCCCN1C(=O)COC(=O)c1ccc(Br)o1 (centres undefined)	-1.8	11	3.6	5	3	-1.8	-0.7	-4	16	19	9
CC(C)(C)c1cc(C(c2cccnc2)N2CCN(CCO)CC2)cc(C(C)(C)C)c1O (centres undefined)	1.5	14	2.0	4	-4	-0.5	0.8	6	-3	33	105*
O=C(CSc1nc(Cc2ccccc2)nc2ccccc12)c1ccc2c(c1)OCCO2	-1.0	13	1.7	-17	-2	2.7	0.3	-9	-3	1	39

# Arranged by the number under Tat export inh (highest first): some entries from above.
mol,Tat export inh
COc1cccc2cc(C(=O)NCc3ccc(C)cc3)c(=O)oc12,0
COc1ccc(CC(=O)Nc2cccc(S(=O)(=O)N3CCCC3)c2)cc1OC,-4
COc1ccc(N2CCN(C(=O)c3cc(=O)c4cc(C)c(C)cc4o3)CC2)cc1,-8
